HGIII-sPLA2 inh: human group III sPLA2 inhibitors, primary screen, biochemical, QFRET, BODIPY PC-A2 liposome substrate. Group 3 secretory phospholipase A2 (Homo sapiens), Q9NZ20. QFRET BODIPY PC-A2 liposome hydrolysis, fluorescence. inhibition, % at 12.2 µM. 370,000 compounds, 0.56% hits. AID 743126, 2013;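 active means inhibition above mean plus 3 SD of compounds lying within the high and low control bounds, cut at about 19% in these data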;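 further: 0% = median of test compound wells and 100% = no enzyme DMSO wells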
Target sequence (Q9NZ20 whole entry, looked up): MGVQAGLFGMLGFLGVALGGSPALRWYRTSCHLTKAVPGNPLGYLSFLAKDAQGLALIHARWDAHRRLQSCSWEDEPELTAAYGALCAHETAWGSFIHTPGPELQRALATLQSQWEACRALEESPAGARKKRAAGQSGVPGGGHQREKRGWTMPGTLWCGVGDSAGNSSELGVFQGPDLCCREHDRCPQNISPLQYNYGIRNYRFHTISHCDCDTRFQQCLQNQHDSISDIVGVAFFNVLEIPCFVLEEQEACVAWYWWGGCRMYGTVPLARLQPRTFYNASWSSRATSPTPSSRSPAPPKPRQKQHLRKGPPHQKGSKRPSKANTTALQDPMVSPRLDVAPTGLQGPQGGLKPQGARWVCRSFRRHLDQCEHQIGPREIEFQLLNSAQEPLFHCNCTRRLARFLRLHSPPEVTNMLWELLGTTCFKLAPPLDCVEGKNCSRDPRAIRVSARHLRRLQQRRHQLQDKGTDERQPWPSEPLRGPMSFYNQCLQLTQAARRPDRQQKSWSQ
ssDAF12 agonist: S. stercoralis DAF-12 nuclear receptor activators, primary screen, cell-based, luminescence, HEK293, GRIP1 co-expression, lit1-tk-luc | Nuclear hormone receptor DAF-12 (Strongyloides stercoralis) | HEK293 ssDAF-12/GRIP1 lit1-tk-luc reporter; % of 3 µM dafachronic acid response | activation, % at 6.8 µM | 370,000 compounds, 1% hits;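 active means activation above the mean over all tested compounds plus 3 SD, cut at about 0.9% in these data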;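 further: 0% = DMSO-only wells and 100% = 3 µM delta7-dafachronic acid wells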
GC-B act: human GC-B receptor activators, primary screen, HEK293 GC-B cells, cGMP TR-FRET, EC30 CNP; 0% at EC30 CNP, 100% saturating CNP; 370,000 compounds, 0.11% hits; Atrial natriuretic peptide receptor 2 (Homo sapiens), P20594; activation, % at 10 µM; AID 1920062, 2024;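 active means activation at 10 µM reaching about 35% in either raw or pattern-adjusted values, limit read from the data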
DAX1 inh-1: DAX1 (NR0B1) inhibitors on StAR promoter, primary screen, cell-based, luminescence, SF-1 (NR5A1), full-length DAX-1; HEK293T StAR-luciferase reporter, SF-1/DAX-1 repression relief; inhibition, % at 6.8 µM; 370,000 compounds, 1.1% hits; AID 652010, 2013;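 active means inhibition above the mean over all tested compounds plus 3 SD, cut at about 3.6% in these data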;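 further: 0% = DAX-1 cells with DMSO and 100% = cells lacking DAX-1 with DMSO; higher inhibition means more luminescence from relief of DAX-1 repression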
DAX1 inh-2: DAX1 (NR0B1) inhibitors, primary screen, cell-based, HEK293, Gal4-DAX1, luciferase luminescence; AID 504766, 2011; inhibition, % at 6.75 µM; HEK293 Gal4-DAX1 luciferase reporter; 340,000 compounds, 0.99% hits;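 active means inhibition above the mean over all tested compounds plus 3 SD, cut at about 4.2% in these data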;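 further: 0% = DAX1-transfected cells with DMSO and 100% = empty-vector control cells with DMSO; inhibition shows as a rise in luminescence from relieved DAX1 repression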
Target sequence (P51843 207-470 limits assumed): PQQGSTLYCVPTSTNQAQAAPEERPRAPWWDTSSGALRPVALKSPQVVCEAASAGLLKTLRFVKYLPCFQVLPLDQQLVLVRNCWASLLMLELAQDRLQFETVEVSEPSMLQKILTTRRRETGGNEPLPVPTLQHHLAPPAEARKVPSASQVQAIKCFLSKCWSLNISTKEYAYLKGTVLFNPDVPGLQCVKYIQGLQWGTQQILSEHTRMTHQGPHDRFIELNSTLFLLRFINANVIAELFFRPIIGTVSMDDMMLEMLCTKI
SMARCA2 activ: SMARCA2 (BRM) function activators, primary screen, cell-based, luminescence, high throughput; AID 652017, 2013; MG213 cells, MMTV-luciferase reporter, dexamethasone, overnight; 370,000 compounds, 1% hits; activation, % at 9.1 µM; in the data active means activation above about 7.8%;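 further: 0% = vehicle wells and 100% = reference activator wells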
hcDAF-12 act: H. contortus DAF-12 nuclear receptor activators, primary screen, cell-based, luminescence, HEK293, lit1-tk-luc reporter. activation, % at 6.8 µM. HEK293 hcDAF-12 lit1-tk-luc reporter; 0% DMSO, 100% Δ7-dafachronic acid. 370,000 compounds, 1.4% hits;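 active means activation above the mean of all tested compounds plus 3 SD, cut at about 5.5% in these data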;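 further: 100% = response to 3 µM Δ7-dafachronic acid high control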
GAA850 FXN act: FXN promoter activators, primary screen, cell-based, luciferase luminescence, HEK293 lucGAA850 | activation, % at 6 µM | HEK293 lucGAA850 FXN promoter luciferase reporter, 24 h; percent of 10 µM SAHA response | 360,000 compounds, 0.56% hits;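 active means activation above the average of all compounds screened plus 3 SD, cutoff fixed separately per campaign, cut at about 7.5% in these data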;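 further: 0% = DMSO wells and 100% = 10 µM SAHA wells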
KLK7 zymogen act: proKLK7 zymogen activators, primary screen, biochemical, fluorescence intensity | purified proKLK7, EDANS-DABCYL substrate fluorescence; 100% is mature enzyme control, 0% vehicle | 370,000 compounds, 0.9% hits | AID 652039, 2013 | Kallikrein-7 (Homo sapiens), P49862 | activation, % at 7 µM;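 active means activation above the mean of all tested compounds plus 3 SD, computed per campaign excluding outliers beyond control limits, cut at about 13% in these data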
Target sequence (P49862 whole entry, looked up): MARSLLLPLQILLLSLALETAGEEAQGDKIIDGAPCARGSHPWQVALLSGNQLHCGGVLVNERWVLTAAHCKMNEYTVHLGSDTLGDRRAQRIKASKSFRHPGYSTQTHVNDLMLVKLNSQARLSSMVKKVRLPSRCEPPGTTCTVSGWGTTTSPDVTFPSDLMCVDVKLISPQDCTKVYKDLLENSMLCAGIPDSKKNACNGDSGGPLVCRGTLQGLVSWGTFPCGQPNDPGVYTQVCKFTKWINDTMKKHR
hgDAF-12 ag: H. glycines DAF-12 receptor agonists, primary screen, cell-based, luminescence, HEK293, GAL4 fusion, UAS-luciferase | Nuclear hormone receptor DAF-12 (Heterodera glycines), GAL4 fusion | HEK293 GAL4-hgDAF12 UAS-luciferase reporter, agonist luminescence; normalized to butyrate control | activation, % at 6.8 µM | 370,000 compounds, 1.8% hits;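 active means activation above a cutoff set at the mean of all screened compounds plus 3 SD, cut at about 10% in these data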;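 further: 0% = DMSO wells and 100% = sodium butyrate wells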
GC-A act: GC-A stimulated cGMP production enhancers – HEK293 GC-A cells, cGMP TR-FRET, EC30 ANP, primary screen; Atrial natriuretic peptide receptor 1 (Homo sapiens), P16066; 0% at EC30 ANP, 100% saturating ANP; activation, % at 10 µM; 370,000 compounds, 0.14% hits; in the data active means activation above about 40%
Active calls of the source: *; . = not tested or not shown.

SMILES	HGIII-sPLA2 inh	ssDAF12 agonist	GC-B act	DAX1 inh-1	DAX1 inh-2	SMARCA2 activ	hcDAF-12 act	GAA850 FXN act	KLK7 zymogen act	hgDAF-12 ag	GC-A act
CCOC(=O)C1(Cc2ccccc2)CCN(Cc2ccccc2[N+](=O)[O-])CC1	1	-1.8	7	-0.9	.	-2	-0.2	.	0.2	-0.9	0
CC(=O)c1sc(NC(=O)c2ccc(Cl)cc2)nc1C	12	-0.9	-13	0.9	2.6	0	-1.3	5.1	0.0	-2.2	19
Cc1nc(NCCC(C)C)c2nnn(Cc3ccccc3)c2n1	7	-1.6	4	0.4	0.6	-4	-0.4	2.8	-0.2	1.7	8
CC1(C)NC(=O)N(CCOc2cccc(Oc3ccccc3)c2)C1=O	-4	-1.1	3	-0.6	-0.6	1	-0.9	2.5	-0.8	0.9	4
COC(=O)c1cc(S(=O)(=O)NCCc2ccccc2)c[nH]1	-3	-1.1	-1	-0.5	0.3	-2	-0.9	-0.6	-0.3	2.9	3
Cc1onc(-c2c(F)cccc2Cl)c1C(=O)Nc1c(C)n(C)n(-c2ccccc2)c1=O	-4	-1.4	3	0.4	-0.5	0	-1.9	1.0	-0.4	-1.0	1
CCCC(=O)Nc1cccc(NC(=O)c2cccc([N+](=O)[O-])c2C)c1	3	-1.3	5	0.1	-0.8	-3	-1.6	-0.7	-0.3	-4.3	0
Cn1ncc(N=Cc2c(O)ccc3ccccc23)c1C(=O)Nc1cccc(Cl)c1	4	0.4	2	-0.3	0.6	-1	1.5	1.0	0.5	3.6	-5
COc1ccc(CCN(Cc2cc3cc(C)ccc3[nH]c2=O)C(C)=O)cc1OC	0	-0.9	-1	1.0	3.1	-2	1.8	0.5	-0.4	4.1	-3
O=C(Nc1cccc(F)c1)C1CCCN(S(=O)(=O)c2ccc(-n3cnnn3)cc2)C1 (stereo unspecified)	-10	-0.3	-3	-0.5	-1.6	-3	-0.4	-0.3	-0.7	-0.6	-3
O=S(=O)(c1ccccc1)N1CCN(Cc2ccccc2)CC1	10	-1.2	6	0.1	0.3	-2	0.4	1.1	0.1	1.9	-2
COc1ccc(-c2csc(NC(=O)[C@H](C)N3C(=O)C4CC=CCC4C3=O)n2)cc1OC (stereo partly specified)	2	-1.1	1	-2.0	0.4	-2	-2.7	0.1	0.1	2.5	-2
Cn1ncc(C#N)c1/N=C/N1CCCCCC1	3	-1.3	4	-0.8	-2.1	0	-2.7	-0.9	0.2	4.1	6
Cc1csc(NC(=O)Cc2coc3cc(C)c(C(C)C)cc23)n1	-6	-1.8	-5	-1.1	-2.6	-1	-4.3	-6.6	0.0	-6.7	0
Cc1c(Cl)cccc1NC(=S)NCc1ccc(F)cc1	12	-1.0	-2	-0.4	1.6	-2	-0.6	-3.0	0.2	0.8	5
CC1(C(=O)OCC(=O)Nc2ccc3ccccc3c2)CC1(Cl)Cl (stereo unspecified)	-5	-2.0	-2	0.5	0.4	8.5*	1.0	6.2	0.3	6.4	1
N=C1/C(=C\c2ccc(SCc3ccco3)o2)C(=O)N=C2SC=NN12	-9	-1.0	6	0.9	-1.4	1	0.6	-0.7	1.2	0.6	-2
O=C(O)CNC(=S)N(Cc1ccccc1)Cc1ccccc1F	5	0.0	-1	0.0	1.8	-1	-1.3	0.4	0.7	1.7	2
COc1ccc(NC(=O)CSc2nc3ccccc3c(=O)n2-c2ccc3c(c2)OCO3)c(OC)c1	2	-0.8	18	0.6	0.1	2	-0.2	-2.5	0.3	-0.3	12
Cc1nn(-c2ccccc2)c(Cl)c1/C=N/Nc1ccc(Cl)c(C(=O)O)c1	6	1.2*	-7	7.5*	-5.0	8.9*	9.9*	6.9	-1.2	24*	-5
Cn1nc(C(C)(C)C)cc1NC(=O)C1(C)CCN1C(=O)CCc1ccccc1 (stereo unspecified)	-6	-1.7	0	1.4	.	-1	-0.3	1.1	0.5	-1.2	-2
Fc1ccc(-c2cc(-c3nnc4n3CCCCC4)c3ccccc3n2)cc1	13	-2.0	10	-0.3	-0.8	-1	-0.3	2.5	-1.9	2.2	0
O=c1c2ccccc2ncn1-c1ccc(Cl)cc1[N+](=O)[O-]	-6	-2.1	-4	0.5	-0.2	2	2.1	-1.0	-0.2	-1.7	-3
NC(=O)C1=C[C@@H](c2ccc3c(c2)OCO3)C[C@@H](OCCCCO)O1	1	-1.0	2	0.6	0.9	2	-0.7	-0.8	0.6	1.3	0
O=C(Nc1ccc2c(c1)OCO2)C1CC(c2ccccc2O)=NO1 (stereo unspecified)	-9	-1.6	0	-0.1	-0.5	-2	-0.9	3.6	-0.8	1.3	5

The final 3 compounds of the section above are carried over, then new ones follow:
SMILES	HGIII-sPLA2 inh	ssDAF12 agonist	GC-B act	DAX1 inh-1	DAX1 inh-2	SMARCA2 activ	hcDAF-12 act	GAA850 FXN act	KLK7 zymogen act	hgDAF-12 ag	GC-A act
O=c1c2ccccc2ncn1-c1ccc(Cl)cc1[N+](=O)[O-]	-6	-2.1	-4	0.5	-0.2	2	2.1	-1.0	-0.2	-1.7	-3
NC(=O)C1=C[C@@H](c2ccc3c(c2)OCO3)C[C@@H](OCCCCO)O1	1	-1.0	2	0.6	0.9	2	-0.7	-0.8	0.6	1.3	0
O=C(Nc1ccc2c(c1)OCO2)C1CC(c2ccccc2O)=NO1 (stereo unspecified)	-9	-1.6	0	-0.1	-0.5	-2	-0.9	3.6	-0.8	1.3	5
O=C(NC1CCCC1)C(c1ccccc1)n1c(Cc2cc(F)cc(F)c2)nc2ccccc21 (stereo unspecified)	-7	-0.7	-15	-0.7	.	2	-1.3	.	-0.1	1.7	-22
CCc1ccc(-c2cn(-c3nc(C)cc(C)n3)c(=N)o2)cc1	-14	-1.8	0	-0.8	-0.6	0	-0.7	0.2	-0.3	-0.6	3
COc1ccc(C(=O)NCc2ccncc2)cc1OC	-3	-1.7	6	-0.1	0.9	2	-0.4	-0.7	-0.1	-3.9	3
O=C(NCC1CCCN(C(=O)c2cccc(C(F)(F)F)c2)C1)c1ccc(F)cc1 (stereo unspecified)	0	-0.8	-3	-2.2	0.3	0	-0.3	1.8	0.1	0.7	2
CN(C)Cc1cc2ccccc2c2c1COC2	-5	-0.9	-4	-0.2	1.3	-2	-0.8	1.9	1.1	-0.6	-2
O=c1[nH]c(C2CCCN(S(=O)(=O)c3ccccc3)C2)nc2c1nnn2Cc1ccccc1 (stereo unspecified)	-47	-1.9	16	-0.3	-0.5	0	-1.5	1.1	0.0	-1.0	13
CN(Cc1ccccc1)S(=O)(=O)c1ccc(NS(C)(=O)=O)cc1	-1	-1.1	3	0.2	0.1	-2	-1.1	-0.3	0.4	1.9	6
Cc1ccc(CNS(=O)(=O)c2ccc(CN3C(=O)c4cccnc4C3=O)s2)o1	-2	-1.1	3	0.1	0.3	-2	-0.6	0.7	0.2	1.3	3
O=C(c1ccccc1C(F)(F)F)N1CCC(Oc2cccnc2)CC1	2	-1.7	2	1.2	.	1	1.8	.	0.5	-4.2	4
CCOc1cccc(-c2cc(C(=O)Nc3ccon3)c3ccccc3n2)c1	-10	-0.6	-1	-0.8	0.8	-1	0.1	1.6	-0.3	0.7	4
CC(C)CCN(C(=O)Nc1ccc(Cl)cc1)C1CCN(C(C)C)CC1	2	-0.9	-7	2.0	-1.2	2	3.0	1.2	0.4	-0.1	-7
O=C(O)C(Cc1ccc(Cl)cc1)Sc1nc2ccccc2[nH]1 (stereo unspecified)	-11	-1.4	2	-0.2	-0.1	-2	-1.3	3.4	2.0	-2.2	4
Cc1ccc(S(=O)(=O)NCc2c(-c3ccccc3)c3cc(Cl)ccc3[nH]c2=O)cc1	-1	-0.8	-9	-0.3	-0.3	-3	-0.6	-0.3	0.0	0.3	-14
Cc1ccc(C2=NC(=O)/C(=C/c3cc(O)c(O)c(Br)c3)S2)cc1	9	-0.9	-12	0.5	-0.1	1	0.4	2.3	1.4	-1.7	-21
COc1ccc(O)c(CN2CCC(n3nccc3NC(=O)C3CCCC3)CC2)c1	-1	-0.9	0	-0.1	-0.3	2	-1.2	-0.4	1.1	0.3	-4
CCCCCN(C(=O)CCC(=O)OCCOc1ccccc1Cl)c1c(N)n(CCCC)c(=O)[nH]c1=O	9	-1.4	0	0.3	0.3	-2	-1.2	-1.5	0.3	-4.4	-4
CCCCC12CN3CC(C)(CN(C1)C3c1ccc([N+](=O)[O-])o1)C2=O (stereo unspecified)	6	-1.3	1	-0.1	-0.9	-5	-1.2	0.5	0.1	0.9	5
CCCCCNC(=O)c1ccc2c(c1)ncn2-c1ccc(OC)cc1	3	-1.8	1	-0.1	-1.6	-3	-4.0	4.3	-0.8	-0.6	7
Cc1ccc(NC(=S)N2CCN(S(C)(=O)=O)CC2)cc1C	5	-0.8	-2	-0.6	0.3	-1	-1.1	-0.1	0.6	-1.3	0
Cc1ccnc2nc(C(=O)OCC(=O)NC3CCC(C)CC3)nn12 (stereo unspecified)	9	-1.2	-1	-0.6	0.1	-4	0.5	-0.3	-0.6	-3.7	-2
CCc1nonc1NC(=O)COc1cc(C)c(Cl)c(C)c1	-3	-1.1	0	0.4	-0.1	1	0.7	-0.8	-0.4	0.4	2
COc1ccc(-c2csc(Nc3cccc(C)n3)n2)cc1	0	1.0*	-1	2.8	8.7*	6	6.8*	6.5	-0.4	14*	7
COc1cccc(C2=NOC(C(=O)N3CCN(Cc4ccccc4)CC3)C2)c1OC (stereo unspecified)	-7	-1.7	1	0.3	0.1	-2	-2.1	-1.1	-0.7	-2.8	-1
CCCCN(C(=O)CSCC(=O)Nc1ccc(C)cc1)c1c(N)n(Cc2ccccc2)c(=O)[nH]c1=O	-8	-0.5	-2	1.8	2.6	-2	-1.1	1.2	-0.1	0.1	1
Cc1ccc(S(=O)(=O)N2CCN(C(C)C(=O)N3CCCc4ccccc43)CC2)cc1 (stereo unspecified)	-2	-0.9	-1	0.0	-0.9	-2	2.7	2.0	-0.4	-0.7	-1
CCCOCCOC(=O)c1[nH]c2c(c1C)C(=O)CC(c1cc(OC)ccc1OC)C2 (stereo unspecified)	0	-1.3	-4	-0.9	-0.3	-2	0.2	-2.4	0.7	-1.7	-4

Bioassay records from PubChem.
